# Screening results deposited in PubChem by NCI.
# All columns: NCI-60 one-dose screen, growth in % after 48 h at 10 µM unless noted; 100 = growth as untreated, 0 = no growth, -100 = all killed.
# OVCAR-8: OVCAR-8 ovarian cancer. actives 4.4% (n = 81,000)
# OVCAR-3: OVCAR-3 ovarian cancer; AID 1794787; actives 7% (n = 79,000)
# PC-3: PC-3 prostate cancer cells; actives 3.9% (n = 80,000); AID 1794754
# SF-268: SF-268 CNS cancer cells | AID 1794759 | actives 3.1% (n = 82,000)
# SK-OV-3: SK-OV-3 ovarian cancer cells; actives 3.2% (n = 80,000); AID 1794785
# DU-145: DU-145 prostate cancer; actives 4.2% (n = 81,000)
# U251: U251 CNS tumor cells; actives 5.4% (n = 80,000); AID 1794753
# OVCAR-5: OVCAR-5 ovarian cancer; actives 2.9% (n = 82,000)
# OVCAR-4: OVCAR-4 ovarian cancer cells. actives 3.7% (n = 80,000)
# * marks the source's active call; other numbers are inactive results; . = no result given; & = joins results of further samples. How the source made its calls: active means growth percent below 10; inactive means the rest.
Structure | SK-OV-3 | DU-145 | SF-268 | U251 | OVCAR-5 | OVCAR-8 | OVCAR-4 | OVCAR-3 | PC-3
CC(C)c1nc(SCC(=O)c2ccc(Br)cc2)nc(Nc2ccc(S(N)(=O)=O)cc2)c1C#N | 106 | 97 | 103 | 102 | 103 | 93 | 93 | . | 88
NC(=O)C1CCN(c2c(Cl)cncc2Cl)CC1 | 102 | 108 | 95 | 95 | 99 | 89 | 111 | 101 | 96
CNC(=O)c1c(NC(=O)c2ccccc2C(F)(F)F)sc2c1CCC(=O)C2 | 96 | 100 | 33 | 25 | 23 | 25 | 16 | 11 | 15
Cc1ccc(Cl)c(-n2c(SCC(=O)Nc3ccc(S(=O)(=O)Nc4ncccn4)cc3)nc3ccccc3c2=O)c1 | 115 | 108 | 94 | 107 | 101 | 102 | 100 | 107 | 99
CCOC(=O)C[N+](C)(C)CCn1c2ccccc2c2nc3cc(C)c(C)cc3nc21 | 92 | 111 | 100 | 103 | 105 | 95 | 106 | 106 | 94
C[N+](C)(C)CCNC(=O)c1cccc(OCc2ccccc2)c1 | 104 | 109 | 94 | 97 | 100 | 101 | 104 | 118 | 95
O=C(C[n+]1ccn(CC(OCc2ccc(Cl)cc2Cl)c2ccc(Cl)cc2Cl)c1)c1ccc(F)cc1 (stereo not given) | 26 | -93* | -93* | -82* | -93* | -90* | -96* | -93* | -88*
C=CCc1c(C)nc(N)[nH]c1=O | 107 | 118 | 115 | 100 | 108 | 96 | 124 | 113 | 95
Cc1nc(Nc2ccc(Cl)cc2)c2cnn(-c3ccccc3)c2n1 | 116 | 107 | 100 | 99 | 108 | 104 | 103 | 106 | 100
C=CCSC(=O)Oc1c(Cl)c(Cl)c(Cl)c(Cl)c1Cl | 100 | 126 | 102 | 98 | 127 | 101 | 103 | 118 | 87
CC(=O)OCC(COC(C)=O)(COC(C)=O)[N+](=O)[O-] | 124 | 117 | 107 | 107 | 110 | 110 | 104 | 116 | 101
OC(c1ccc(Cl)cc1)c1ccc(Cl)cc1 | 104&97 | 99&107 | 97&106 | 98&99 | 105&94 | 105&95 | 102&99 | 92&101 | 98&94
Oc1ccc(CSc2nnc(-c3ccccc3)o2)c2cccnc12 | 11 | 30 | 22 | 11 | 74 | 17 | 16 | 28 | 22
COc1cc2c(c(OC)c1OC)C(=O)CC(c1cccc(NC(=O)c3ccccc3Br)c1)O2 (stereo not given) | 108 | 97 | 91 | 91 | 117 | 80 | 90 | 96 | 78
CN(C)CCN(/N=C\c1ccc([N+](=O)[O-])o1)C(N)=O | 112 | 115 | 103 | 100 | 119 | 102 | 86 | 105 | 95
COc1ccc(C(=O)Nc2noc(-c3ccc(OC)cc3)c2-c2cc(OC)c(OC)c(OC)c2)cc1 | 96 | 108 | 109 | 103 | 119 | 74 | 35 | 108 | .
Cc1cccc(-c2nnc(Cn3cc(-c4ccccc4)nn3)o2)c1 | 108 | 105 | 98 | 98 | 100 | 99 | 99 | 111 | 95
COc1cc(CCn2nnc3c(NCCCN4CCOCC4)ncnc32)cc(OC)c1 | 114 | 108 | 101 | 109 | 114 | 113 | 109 | 97 | 104
O=C1NCC(Nc2ccccc2Cl)C(=O)N1 (stereo not given) | 105 | 113 | 111 | 120 | 91 | 113 | 107 | 107 | .
CC(=O)Nc1cc(C(c2ccccc2)c2ccccc2)cc(C(c2ccccc2)c2ccccc2)c1C | 77 | . | 54 | 47 | 75 | 74 | 44 | 50 | 15
OCCCC1CCN(CCO)CC1 | 110 | 106 | 118 | 92 | 93 | 98 | 90 | 120 | 101
CC(c1ccc(N)cc1)(c1c[nH]c2ccccc12)c1c[nH]c2ccccc12 | 74 | 98 | 83 | 92 | 105 | 102 | 90 | 90 | 84
COc1ccc(/C=C/c2nc3ccccc3c(=O)n2CC(=O)Nc2ccc(Cl)cc2)cc1 | 79 | 66 | 61 | 11 | 93 | 27 | 17 | 50 | 48
CC1(C)C(=O)/C(=C\c2cccnc2)C[C@]2(C)[C@H]3CC[C@@H]4[C@@H](C(=O)/C=C/c5ccncc5)CC[C@@]4(C)[C@]3(C)CC[C@@H]12 | 64 | -1.7* | 27 | -7.7* | 18 | 20 | 19 | -49* | 20

# Shown as labelled records: entries from further up.
> CC(c1ccc(N)cc1)(c1c[nH]c2ccccc12)c1c[nH]c2ccccc12
  SK-OV-3 = 74
  DU-145 = 98
  SF-268 = 83
  U251 = 92
  OVCAR-5 = 105
  OVCAR-8 = 102
  OVCAR-4 = 90
  OVCAR-3 = 90
  PC-3 = 84

> OCCCC1CCN(CCO)CC1
  SK-OV-3 = 110
  DU-145 = 106
  SF-268 = 118
  U251 = 92
  OVCAR-5 = 93
  OVCAR-8 = 98
  OVCAR-4 = 90
  OVCAR-3 = 120
  PC-3 = 101

# Remaining list, next part.
Structure | SK-OV-3 | DU-145 | SF-268 | U251 | OVCAR-5 | OVCAR-8 | OVCAR-4 | OVCAR-3 | PC-3
O=C(c1nc2ccccc2[nH]1)C1C(c2ccccc2)C2CSCN2[C@@]12C(=O)Nc1ccccc12 (stereo not given in full) | 99 | 115 | 98 | 94 | 104 | 96 | 108 | 110 | 101
O=c1cc(COc2ccc(N=Cc3ccccn3)cc2)c2cc(F)ccc2o1 | 104 | 98 | 93 | 105 | 103 | . | 112 | 98 | 77
CC[N+](C)(C)c1ncnc2nc[nH]c12 | 95 | 109 | 105 | 101 | 90 | 120 | 105 | 104 | 102
Fc1ccc(Cc2nnc(Nc3nc4ccccc4s3)s2)cc1 | 116 | 107 | 102 | 111 | 98 | 108 | 98 | 113 | 93
O=S(=O)(NCCCNc1cc(-c2cn(-c3ccccc3)nc2-c2cccc(O)c2)ccn1)c1ccc(F)cc1 | 49 | 59 | 44 | 31 | 66 | 23 | 36 | 46 | 23
COc1cc(/C=C\C(=O)O)cc(Cl)c1O | 116 | 97 | 98 | 100 | 107 | 81 | 120 | 103 | 88
c1ccc2c(Nc3ccc(C4=NCCN4)cc3)nnc(Nc3ccc(C4=NCCN4)cc3)c2c1 | 106 | 101 | 96 | 99 | 99 | 101 | 97 | 101 | 101
Nc1c(N=Nc2ccc(-c3ccc(N=Nc4cc(S(=O)(=O)O)c5ccccc5c4O)cc3)cc2)cc(S(=O)(=O)O)c2ccccc12 | 104 | 122 | 130 | 107 | 113 | 100 | 108 | 113 | 90
CC(C)(Oc1ccccc1)C(=O)O | 98 | 101 | 92 | 103 | 93 | 110 | 89 | 102 | 98
OCCN(CCO)c1ccc2ccccc2c1 | 98 | 103 | 97 | 104 | 99 | 104 | 104 | 103 | 83
COc1ccc(C(=O)N2CCN(C(=O)c3ccc(OC)cc3)CC2)cc1 | 113 | 120 | 102 | 99 | 106 | 101 | 101 | 109 | 104
O=C(O)c1c2c(nc3ccccc13)-c1ccccc1C1(CCCC1)C2 | 107 | 114 | 112 | 104 | 98 | 101 | 109 | 106 | 89
CCS(=O)(=O)Oc1ccc2c3c(c(=O)oc2c1)CCCCCC3 | 92 | 95 | 95 | 87 | 105 | 90 | 79 | 77 | 81
O=S(=O)(NS(=O)(=O)c1ccccc1)c1ccccc1 | 110 | 106 | 97 | 95 | 96 | 98 | 107 | 108 | 97
Cc1cc(=O)oc2cc(OCC(O)CNN3C(=O)c4cccc5c(NC6CCCCC6)ccc(c45)C3=O)ccc12 (stereo not given) | 106 | 103 | 91 | 100 | 111 | 94 | 85 | 89 | 89
Cc1ccc2c(c1)C(=O)N(CC[P+](c1ccccc1)(c1ccccc1)c1ccccc1)C2=O | 98 | 104 | 103 | . | 108 | 115 | 95 | 90 | 97
CC(C)CCSc1nc(Nc2ccccc2)c(C#N)c(-c2ccccc2)n1 | 69 | 62 | 60 | 3.0* | 65 | 43 | -7.2* | 58 | 69
O=[N+]([O-])c1ccc2cccnc2c1 | 107 | 97 | 111 | 113 | 113 | 95 | 104 | 108 | 123
COc1ccc(-c2nc(/C=C3/C(=O)N(C)c4ccccc43)c3ccccn23)cc1OC | 112 | 106 | 90 | 105 | 101 | 103 | 118 | 135 | 106
O=C(Nc1ccccc1)Nc1ncnc2sc(-c3ccccc3)c(-c3ccccc3)c12 | 79 | 87 | 71 | 70 | 109 | 64 | 56 | 77 | 67
O=C(N/N=C/[C@@H](O)[C@H](O)[C@H](O)CO)c1ccc(NC(=O)c2cccnc2)cc1 | 99 | 112 | 98 | 101 | 103 | 105 | 114 | 112 | 101
CC(=O)C1CCC2C(CCC3=CC(=O)CCC32)C1 (stereo not given) | 100 | 107 | 100 | 97 | 92 | 94 | 92 | 101 | 100
COc1ccc(S(=O)(=O)NCCNc2nccc(-c3c(-c4cccc(N)c4)nc4sccn34)n2)cc1 | 108 | 105 | 100 | 104 | 121 | 98 | 82 | 100 | 84
COc1ccc2cc(C(=O)c3cc4ccc(OC)cc4oc3=O)c(=O)oc2c1 | 124 | 109 | 95 | 105 | 111 | 102 | 104 | 100 | 96
COc1cc(-c2nc3ccc(C)cc3[nH]2)ccc1OCC(=O)N=Nc1c(O)[nH]c2ccc(Cl)cc12 | 32 | 23 | 31 | -42* | 11 | -35* | -8.0* | -70* | 11
Nc1nc(-c2ccccc2Cl)cc(-c2cc3ccccc3oc2=O)n1 | . | 105 | 104 | 101 | 103 | 104 | . | 96 | 75
O=C(Oc1ccc(Br)cc1)c1ccc([N+](=O)[O-])cc1 | 102 | 119 | 104 | 113 | 94 | 102 | 111 | 115 | 77
O=C1CC(c2cc3c(cc2Cl)OCO3)c2cc(Br)c3ccccc3c2N1 (stereo not given) | 99 | 114 | 101 | 101 | 111 | 101 | 111 | 104 | 97
COc1ccc(S(=O)(=O)c2ccc3[nH]c(=O)nc(N)c3c2)cc1 | 107 | 116 | 101 | 95 | 112 | 103 | 95 | 106 | 89
O=C1Nc2ccccc2/C1=N/N1C(=O)CNC1=O | 93 | 97 | 90 | 84 | 93 | 99 | 69 | 75 | 88
CSc1ccnc(N)n1 | 116 | 100 | 97 | 102 | 102 | 89 | 114 | 117 | 87
CC(CC(=O)c1ccccc1)=NCC(O)CN=C(C)CC(=O)c1ccccc1 (stereo not given) | 103 | 99 | 92 | 98 | 110 | 103 | 92 | 98 | 104
COc1ccc(NC(=S)N/N=C(\C)c2cc3ccccc3oc2=O)cc1 | 107 | 101 | 87 | 89 | 103 | 100 | 95 | . | 87
CCOC(=O)C(C(C)=O)C(c1ccc(N(C)C)cc1)c1ccc(N(C)C)cc1 (stereo not given) | 103 | 108 | 95 | 86 | 105 | 94 | 109 | 101 | 82
Cc1ccc(N2CCN(CC(O)COc3ccccc3C)CC2)cc1 (stereo not given) | 108 | 126 | 114 | 105 | 112 | 104 | 110 | 116 | 90
Cc1nc2sc(C(=O)Nc3ccnc4ccccc34)c(N)c2cc1C(C)O (stereo not given) | 89 | 98 | 97 | 84 | 101 | 94 | 105 | 110 | 86
Cc1nn(-c2ccccc2)c2c1N=c1s/c(=C\c3ccc(C(F)(F)F)cc3)c(=O)n1C(C)N2 (stereo not given) | 138 | 104 | 103 | 73 | 87 | . | 157 | 111 | 75
COc1cccc(CO)c1OC | . | 112 | 101 | 103 | 106 | 108 | 118 | 106 | 99
CN1CCN(c2ccc(-c3c(C#N)c(-c4ccc(Cl)cc4)nc4c3c(-c3ccccc3)nn4-c3ccccc3)cc2)CC1 | 103 | 105 | 105 | 99 | 101 | 101 | 110 | 107 | 106
O=C(Nc1ccc(Cl)cc1)Oc1c(Cl)c(Cl)c(Cl)c(Cl)c1Cl | 90 | 98 | 93 | 98 | 95 | 100 | 89 | 99 | 89

# Full records, looked up by structure. Screens in order: SK-OV-3 | DU-145 | SF-268 | U251 | OVCAR-5 | OVCAR-8 | OVCAR-4 | OVCAR-3 | PC-3
# CCOC(=O)C(C(C)=O)C(c1ccc(N(C)C)cc1)c1ccc(N(C)C)cc1 (stereo not given) as listed: 103 | 108 | 95 | 86 | 105 | 94 | 109 | 101 | 82
# Cc1ccc(N2CCN(CC(O)COc3ccccc3C)CC2)cc1 (stereo not given) as listed: 108 | 126 | 114 | 105 | 112 | 104 | 110 | 116 | 90
# Cc1nn(-c2ccccc2)c2c1N=c1s/c(=C\c3ccc(C(F)(F)F)cc3)c(=O)n1C(C)N2 (stereo not given) as listed: 138 | 104 | 103 | 73 | 87 | . | 157 | 111 | 75
# CN1CCN(c2ccc(-c3c(C#N)c(-c4ccc(Cl)cc4)nc4c3c(-c3ccccc3)nn4-c3ccccc3)cc2)CC1 as listed: 103 | 105 | 105 | 99 | 101 | 101 | 110 | 107 | 106
# COc1cccc(CO)c1OC as listed: . | 112 | 101 | 103 | 106 | 108 | 118 | 106 | 99

# The listing continues:
Structure | SK-OV-3 | DU-145 | SF-268 | U251 | OVCAR-5 | OVCAR-8 | OVCAR-4 | OVCAR-3 | PC-3
O=C(O)c1cc(C(=O)O)cc([N+](=O)[O-])c1 | . | 116 | 111 | 100 | 105 | 106 | 108 | 111 | 96
C[C@]12CC[C@@H]3c4ccc(O)c([N+](=O)[O-])c4CC[C@H]3[C@@H]1CC[C@@H]2NS(=O)(=O)c1cccc(Br)c1 | 80 | 53 | 36 | . | 88 | 40 | 40 | 28 | 16
COC12CCCC3(OCCO3)C1C(Cl)C2Cl (stereo not given) | 93 | 114 | 102 | 102 | 113 | 113 | 100 | 119 | 95
COc1ccc(/C=N/Nc2cc(=O)[nH]c3ccc(C)cc23)cc1 | 88 | 105 | 115 | 97 | 98 | 96 | 109 | 104 | 79
CCOC(=O)n1cnc2nc(N)nc(SC)c21 | 114 | . | . | 113 | 106 | 107 | 104 | . | 98

# Two of the compounds above, with each value named:
Molecule: CCOC(=O)n1cnc2nc(N)nc(SC)c21
  SK-OV-3 = 114
  DU-145 = .
  SF-268 = .
  U251 = 113
  OVCAR-5 = 106
  OVCAR-8 = 107
  OVCAR-4 = 104
  OVCAR-3 = .
  PC-3 = 98

Molecule: COc1ccc(/C=N/Nc2cc(=O)[nH]c3ccc(C)cc23)cc1
  SK-OV-3 = 88
  DU-145 = 105
  SF-268 = 115
  U251 = 97
  OVCAR-5 = 98
  OVCAR-8 = 96
  OVCAR-4 = 109
  OVCAR-3 = 104
  PC-3 = 79

# Rows were taken by chance (roughly 9.5% active in at least one column).
